All columns: NCI-60 one-dose screen, growth in % after 48 h at 10 µM unless noted; 100 = growth as untreated, 0 = no growth, -100 = all killed.
SK-OV-3 – SK-OV-3 ovarian cancer cells | AID 1794785 | 3.2% of 80,000 active
OVCAR-5 – OVCAR-5 ovarian cancer; AID 1794783; 2.9% of 82,000 active
OVCAR-3 – OVCAR-3 ovarian cancer; AID 1794787; 7% of 79,000 active
IGROV1 – IGROV1 ovarian cancer. AID 1794786. 4.7% of 79,000 active
DU-145 – DU-145 prostate cancer. 4.2% of 81,000 active. AID 1794760
OVCAR-8 – OVCAR-8 ovarian cancer. 4.4% of 81,000 active. AID 1794782
PC-3 – PC-3 prostate cancer cells; 3.9% of 80,000 active
OVCAR-4 – OVCAR-4 ovarian cancer cells. 3.7% of 80,000 active
Starred values were filed as active, the others as inactive; / = no result given; & = joins results of further samples; ! = not confirmed by another sample. Rule for the calls: active = growth percent below 10; inactive = the rest.

SMILES	SK-OV-3	OVCAR-5	OVCAR-3	IGROV1	DU-145	OVCAR-8	PC-3	OVCAR-4
O=C(Nc1cc(C(F)(F)F)cc(C(F)(F)F)c1)Nc1cc2ccccc2cc1C(=O)O	98	96	102	99	109	104	96	101
O=C(O)/C=C\C(=O)Nc1ccc2c(c1)Cc1ccccc1-2	119	102	107	108	114	98	95	114
FC(F)(F)c1cc(N2CCSCC2)nc(NCCCNc2ccnc3cc(Cl)ccc23)n1	88	92	72	81	88	83	63	62
CCc1c2c(nc3ccc(OCc4ccc(B5OC(C)(C)C(C)(C)O5)cc4)cc13)-c1cc3c(c(=O)n1C2)COC(=O)[C@]3(O)CC	-1.6*	10	0.7*	13	3.1*	11	27	24
COc1ccc(C(=O)c2cc(OC)c(OC)c(OC)c2)cc1/C=C/C(=O)c1ccc(F)cc1	94	1.8*	61	92	86	53	77	78
O=C(OCc1ccc2c(Cl)cc(Cl)c(O)c2n1)N1CCNCC1	41	56	34	35	48	29	30	23
CCN1CCN(c2ccc(NC(=O)Nc3ccc(-c4cc(C(=O)NC(C)C)c5ncccc5n4)cc3)cc2C(F)(F)F)CC1	-91*	-83*	-60*	-86*	-55*	-83*	-55*	-83*
CCC(C)CC(C)/C(O)=C1/C(=O)NC(C(O)c2ccc(O)cc2)C1=O (stereo unspecified)	114	89	128	137	125	99	96	102
COC(=O)[C@]12CC[C@@H](C)[C@H](C)[C@@H]1C1=CC[C@@H]3[C@@]4(C)C[C@@H](OC(=O)c5ccco5)[C@H](O)[C@@](C)(CO)[C@@H]4[C@H](O)C[C@@]3(C)[C@]1(C)CC2	-97*	-85*	-94*	-65*	-100*	-76*	-100*	-68*
Clc1ccc(Nc2cccc(-c3[nH]nc4ncccc34)c2)cc1	92	88	63	74	83	86	82	46
C=C(C)C1CCC(C)=CC1c1c(OC(=O)CCCCC2CCSS2)cc(CCCCC)cc1OC(=O)CCCCC1CCSS1 (stereo unspecified)	118	107	114	94	110	102	84	106
COC(=O)C[n+]1cccc2c3ccccc3ccc21	88	109	64	86	103	99	71	61
Brc1ccc(/C=N\N=c2\scc(-c3ccc(Br)cc3)n2/N=C/c2ccc(Br)cc2)cc1	95	108	116	106	113	100	99	120
C=CCn1c(SCC(=O)c2ccc(Cl)cc2)nnc1-c1c[nH]c2ccccc12	121	105	112	93	114	90	78	108
CCCOc1c(OC)cc2c3c1-c1cc4c(cc1CC3OCC2)OCO4 (stereo unspecified)	109	89	114	71	107	105	84	89
CN(C)CCC(c1ccc(Br)cc1)c1ccccn1 (stereo unspecified)	108	101	116	107	122	103	91	114
CC/C=C\C[C@H](O)C/C=C1/C(=O)C=C[C@@H]1C/C=C\CCCC(=O)O	116	128	15	99	60	20	61	75
Cc1c(O)c(O)cc2c3c(oc12)CC(c1ccc2c(c1)OCO2)CC3=O (stereo unspecified)	85	113	86	39	98	95	81	89
O=C1C2CC(O)Cc3cc(F)ccc3N2C(=O)CN1CCO (stereo unspecified)	106	105	103	116	109	101	98	114
Cc1cc2c(C(C)C)c(O)c(O)c(C(=O)C(=O)Nc3ccc(C(C)(C)C)cc3)c2c(O)c1-c1c(C)cc2c(C(C)C)c(O)c(O)c(C(=O)C(=O)Nc3ccc(C(C)(C)C)cc3)c2c1O	103	110	112	101	111	100	86	109
O=C(O)CSc1c(Cl)c(=O)oc2ccc(Cl)cc12	104	90	100	105	94	85	93	100
CC(=O)Nc1ccc(S(=O)(=O)NC2CCCCC2)cc1	97	94	110	103	113	101	95	113
O=C(NCN1C(=O)c2cccc3cccc(c23)C1=O)N1CCN(CCO)CC1	101	116	113	110	117	96	85	107
CCOC(=O)/C(=C\c1ccccc1)C(=O)c1ccccc1	92	106	81	81	68	89	84	96
CC(CN1CC2CCC(C1)O2)OC(=O)c1ccccc1 (stereo unspecified)	96	97	107	102	105	101	96	100
(more compounds)
SMILES	SK-OV-3	OVCAR-5	OVCAR-3	IGROV1	DU-145	OVCAR-8	PC-3	OVCAR-4
Cc1cc(C)c(Cn2c(=O)[nH][nH]c2=O)cc1Cn1c(=O)[nH][nH]c1=O	113	86	107	109	105	91	94	97
N=C(N)c1ccc(-c2ccc(-c3cccs3)o2)cc1	79	70	72	67	58	60	50	42
C[C@@H]1C[C@H]2C(=O)OCC(NC(=O)[C@H](Cc3cc(F)cc(F)c3)NC(=O)Nc3ccc(Cl)cc3F)C(=O)N3CCC[C@H]3C(=O)N3CCCC[C@H]3C(=O)N[C@@H](C)C(=O)N2C1 (stereo partly specified)	27	32	/	40	25	20	17	24
CCCn1cc(/C=C/C(=O)c2cc3ccccc3oc2=O)c2ccccc21	108	111	96	57	102	68	85	71
O=c1c2cc3c(=O)n(-c4ccccc4)c(=O)c3cc2c(=O)n1-c1ccccc1	114	92	110	110	109	99	79	/
O=[N+]([O-])c1ccc(OCCCOc2ccc(S(=O)(=O)Cl)cc2)c(Cl)c1	92	100	102	99	109	95	95	103
O=C(NN1C(=O)CSC1c1ccc(Cl)cc1)c1[nH]c2ccc(F)cc2c1-c1ccccc1 (stereo unspecified)	87	72	48	37	77	35	43	47
Cc1ccc(/C=C2\N=C(c3ccccc3)N(c3ccc(-c4nc5ccc(C)cc5s4)cc3)C2=O)cc1	103	92	83	55	66	73	52	61
N#CCC(=O)Nc1ccccc1	107	103	104	103	111	100	101	100
CC(C)CC(=O)OCc1ccccc1	92	106	107	111	104	111	98	101
CC(C)[N+](C)(C)CC(O)COc1cccc2ccccc12 (stereo unspecified)	110	95	97	/	106	98	92	116
O=C1C2=C(C(=O)c3ccccc31)C(O)(S(=O)(=O)O)C(O)(S(=O)(=O)O)C1N=CC=CC21 (stereo unspecified)	21&45	52	3.7*!	-16*!	48&64	11&24	30&32	24&29
O=C(Nc1cccc(-n2cc(-c3ccncc3)c(-c3ccc(Cl)c(O)c3)n2)c1)c1ccc(Cl)c(C(F)(F)F)c1	102	100	96	98	95	97	86	111
COc1ccccc1Cn1cc(C#N)c(N)c1C(=O)c1ccc(C)cc1	115	102	107	99	107	111	92	87
Cc1cc(N)c(NCC(O)C(O)C(O)CO)cc1C (stereo unspecified)	113	101	113	104	112	92	92	110
Cc1cnc(SCc2ccccc2)nc1N(C)C	107	100	102	100	108	95	97	106
CCOC(=O)C(Cc1ccc([N+](=O)[O-])cc1)N1C(=O)c2ccccc2C1=O (stereo unspecified)	102	119	109	106	107	95	96	97
O=C1/C(=C\c2ccccc2[N+](=O)[O-])Sc2c(F)cccc21	98	56	29	33	109	93	94	60
CCCCNC(=O)Oc1ccc2c(=O)c3sc4c(=O)c5ccccc5c(=O)c4c3c(=O)c2c1	-94*	-74*	-69*	-26*	-98*	-20*	-15*	-95*
CCOC(=O)c1cc2c(n1Cc1cccc(OC)c1)-c1oncc1CC2	30	73	-16*	20	48	42	33	69
O=S(=O)(Nc1nnc(/C=C/c2ccccc2)s1)c1ccccc1	96	98	105	97	124	100	103	105
C[N+]1(CCC[N+]2(C)CCCCCC2)CCCCCC1	102	89	114	97	115	109	98	111
Clc1ccc(/C=N/N=c2\scc(-c3ccccc3)n2/N=C/c2ccc(Cl)cc2)cc1	90	105	113	109	112	101	101	106
CCNC(=O)Oc1ccc(/C(=C(/C)c2ccccc2)c2ccc(OCCN3CCCC3)cc2)cc1	96	82	77	80	90	89	64	82
O=C1[C@H]2Cc3c([nH]c4ccccc34)[C@H](c3ccc(Br)cc3)N2C(=O)CN1C1CCN(Cc2c(F)cccc2F)CC1	88	102	94	74	92	94	61	81
(next part)
SMILES	SK-OV-3	OVCAR-5	OVCAR-3	IGROV1	DU-145	OVCAR-8	PC-3	OVCAR-4
CCOC(=O)C1=C(C)NC(SCc2nc(C)c(C)nc2C)N=C1c1ccc(C#N)cc1 (stereo unspecified)	107	97	111	101	110	107	95	99
COc1ccc(C(=O)COc2ccc(/C=C3\COc4ccc5ccccc5c4C3=O)cc2)cc1	106	106	102	/	/	77	84	72
CCN(c1ccccc1)S(=O)(=O)c1cc(NC(=O)CCC(=O)O)ccc1N	100	98	102	85	108	96	101	97
NCC1CCC(C(=O)O)CC1 (stereo unspecified)	104&117	95&97	111&125	91&106	115&119	118&109	101&103	117&107
N=C(N)SCCSC(=N)N	108	102	101	104	102	121	98	108
Cc1cc(C)c(N2C(=O)CC(Sc3ccccc3N)C2=O)c(C)c1 (stereo unspecified)	72	118	71	92	90	91	68	71
O=C(Cc1ccccc1)NCO	107	102	110	117	103	109	99	95
C[C@H]1C=C(C[C@@H](O)CC#CC#CCCCCC[C@@H](O)[C@H]2CCC(=O)O2)C(=O)O1	96	96	/	54	109	110	111	105
COc1ccc(C2C3CCc4ccccc4C3=NN2C(=O)c2cc(OC)c(OC)c(OC)c2)cc1O (stereo unspecified)	88	101	109	47	111	99	92	103
COC(=O)c1ccc(NC(=O)CSc2nc(-c3ccc(F)cc3)nc3ccccc23)cc1	91	107	17	91	89	82	76	-31*
O=Cc1nc2ccccc2[nH]1	94	104	111	107	105	100	79	110
Nc1nnc(-c2c[nH]c3ccc(F)cc23)c(-c2c[nH]c3ncccc23)n1	92	79	59	33	82	47	68	81
O=NN(CCCl)C(=O)Oc1cc(Cl)c(Cl)cc1Cl	97	108	111	99	106	100	91	119
NCCCBr	109	100	133	123	123	99	92	122
CCOC(=O)C1=C(C)n2nc3n(-c4ccccc4)c(=O)/c(=C\c4ccc(OC)cc4)n3c2=NN1	101	115	110	103	107	105	94	110
COC(=O)C1CCc2ccccc2C1=O (stereo unspecified)	93	92	102	90	107	109	91	96
CCCCn1c(C)nc2cc(Nc3nc(Cl)nc4nc[nH]c34)ccc21	80	81	92	71	90	84	60	79
COc1ccc(-c2nc3ccccc3n2CC(=O)N=Nc2c(O)[nH]c3ccc(Cl)cc23)cc1	105	115	74	85	19	36	90	92
NC(N)=NN=C1c2ccccc2-c2ccccc21	100	90	99	98	99	102	88	83
C=C1CCC2C3(C)COC(c4c(OC)cccc4OC)OC3CCC2(C)C1C/C=C1/C(=O)OCC1O (stereo unspecified)	72	49	/	27	21	29	21	41
CCCn1c(=O)c2c(nc(NCCc3ccc(O)c(O)c3)n2C)n(C)c1=O	95	99	100	101	106	105	100	93
COc1ccc2c(c1)/C(=C\c1ccc(O)cc1)C(=O)N2	120	104	/	101	91	92	100	86
Nc1ccc(Br)cc1-c1n[nH]c(=O)[nH]c1=O	91	114	114	112	117	101	93	92
Cn1c(=O)c2[nH]c(CCC3CCCCC3)nc2n(C)c1=O	93	96	113	97	105	94	82	100
COc1cc2c(cc1OC(C)=O)C(=O)CCCC2	117	103	114	79	128	98	87	95
Remaining list, next part
SMILES	SK-OV-3	OVCAR-5	OVCAR-3	IGROV1	DU-145	OVCAR-8	PC-3	OVCAR-4
CN1C(N2CCN(S(=O)(=O)c3ccccc3)CC2)=NS(=O)(=O)c2ccccc21	109	98	101	-25*	139	80	99	111
CCN1CCN(CCNc2nccc(-c3c(-c4ccc(F)c(O)c4)nc4occn34)n2)S1(=O)=O	54	102	39	44	27	12	14	20
CCCC(=O)c1ccc2ccccc2c1O	85	104	111	103	107	106	95	113
COc1cccc(-c2nonc2NC(=O)c2ccccc2F)c1	113	104	/	101	103	102	96	100
COc1ccc(OC)c(CCn2cncc2-c2c[nH]c3ccc(Cl)cc23)c1	43	84	40	59	60	40	39	16
Cn1cc(C2=C(Cl)C(=O)CO2)c2ccccc21	106	100	126	96	106	99	100	100
COc1ccc(-c2cc(-c3ccc(N)cc3)[nH]c(=O)c2C#N)cc1[N+](=O)[O-]	123	93	101	90	110	92	103	90
Nc1c(C(=O)Nc2cccc(Cl)c2Cl)sc2nc3c(cc12)C(=O)CCC3	24	99	96	73	96	114	94	104
CCc1nnc(CNc2ccc(Cl)cc2)o1	88	96	100	105	108	109	95	99
CCOc1cccc(C/C(C)=C(/c2ccc(OCCN(C)C)cc2)c2ccc(OC(C)=O)cc2)c1	94	96	106	101	111	92	95	101
CCOc1ccc2nc(C)cc(Nc3cccc(O)c3)c2c1	93	105	109	65	105	78	72	77
O=C(O)c1ccc(O)cc1	99	99	105	108	111	102	104	111
CC(C)(C)n1cc(-c2ccnc(NCCNS(=O)(=O)c3cccc(F)c3)c2)c(-c2cccc(O)c2)n1	95	83	97	107	98	81	70	79
CNC(=O)c1cc(-c2ccc(NC(=O)Nc3ccc(F)cc3)cc2)nc2cccnc12	107	99	113	85	82	106	87	82

6 entries from above, reformatted.
Below each compound – SK-OV-3, OVCAR-5, OVCAR-3, IGROV1, DU-145, OVCAR-8, PC-3, OVCAR-4
> Nc1c(C(=O)Nc2cccc(Cl)c2Cl)sc2nc3c(cc12)C(=O)CCC3
    24, 99, 96, 73, 96, 114, 94, 104
> CCc1nnc(CNc2ccc(Cl)cc2)o1
    88, 96, 100, 105, 108, 109, 95, 99
> CCOc1cccc(C/C(C)=C(/c2ccc(OCCN(C)C)cc2)c2ccc(OC(C)=O)cc2)c1
    94, 96, 106, 101, 111, 92, 95, 101
> CCOc1ccc2nc(C)cc(Nc3cccc(O)c3)c2c1
    93, 105, 109, 65, 105, 78, 72, 77
> O=C(O)c1ccc(O)cc1
    99, 99, 105, 108, 111, 102, 104, 111
> CC(C)(C)n1cc(-c2ccnc(NCCNS(=O)(=O)c3cccc(F)c3)c2)c(-c2cccc(O)c2)n1
    95, 83, 97, 107, 98, 81, 70, 79

Retrieved one by one from the list above:
SMILES	SK-OV-3	OVCAR-5	OVCAR-3	IGROV1	DU-145	OVCAR-8	PC-3	OVCAR-4
CCCOc1c(OC)cc2c3c1-c1cc4c(cc1CC3OCC2)OCO4 (stereo unspecified)	109	89	114	71	107	105	84	89
CCOc1cccc(C/C(C)=C(/c2ccc(OCCN(C)C)cc2)c2ccc(OC(C)=O)cc2)c1	94	96	106	101	111	92	95	101
COc1cccc(-c2nonc2NC(=O)c2ccccc2F)c1	113	104	/	101	103	102	96	100
COC(=O)C1CCc2ccccc2C1=O (stereo unspecified)	93	92	102	90	107	109	91	96

Screens: PubChem, NCI
